# HT1080-NT tox – kills 2HG-producing HT-1080-NT fibrosarcoma cells | HT-1080-NT fibrosarcoma viability, CellTiter-Glo ATP luminescence, 48 h | Potency, µM (top dose mostly 46.1 µM), inactives show top-dose activity, negative = less viability, hits mostly cytotoxic | 360,000 tested, 1.6% active | AID 686970;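 note: NT is the 2HG producing partner of a matched IDH1 knockdown line; potency is the fitted concentration of half-maximal effect; 0% = DMSO-treated cells and -100% = media-only wells without cells; nearly all actives have a fitted effect of over 55% in size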
#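 HT-1080-NT fibrosarcoma cells (2HG-overproducing), 750 cells/well in RPMI with 5% FBS, dosed after 2 h and incubated 48 h at 37C. CellTiter-Glo luminescence normalized to DMSO and no-cell wells; concentration-response curves fitted and classed.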
# GLP1R cytotox – cytotoxicity in counter-screen for GLP-1R inverse agonists; HEK293 cAMP-luciferase reporter cells, luminescence, 24 h; Potency, µM (series often up to 38.3 µM), inactives show at the highest dose activity change, negative = inhibition, actives largely listed as inhibitors; 410,000 tested, 0.13% active;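 note: loss of luciferase light is scored as toxicity; potency is the fitted concentration of half-maximal effect; % is set by controls: 0 for no effect and ±100 for the full control effect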
#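 Luminescence readout: signal drop marks cytotoxicity. Plated cells grew 12 h at 37 °C, 5% CO2, received 23 nL compound for 24 h, then got luciferase reagent, read after 12 min at RT.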
# HT1080 IDH1KD tx – HT-1080 IDH1 knockdown cell toxicity (counter line); HT-1080 IDH1 knockdown viability, ATP luminescence, 48 h; Potency, µM (top dose mostly 46.1 µM), for the others: top-dose activity, negative = toxicity, hits mostly cytotoxic; 360,000 tested, 2% active; AID 686971;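 note: potency is the fitted concentration of half-maximal effect; 0% = DMSO wells and -100% = cell-free medium wells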
#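 % activity derives from luminescence (CellTiter-Glo), normalised to DMSO and no-cell wells. HT-1080-IDH1KD cells, 750/well, had 48 h compound exposure at 37 °C.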
# KB-V1 cytotox – KB-V1 MDR subline cytotoxicity. KB-V1 MDR cells viability, CellTiter-Glo, 72 h. Potency, µM (top dose mostly 46.1 µM), for the others: at the top dose activity change, negative = cytotoxicity, actives largely listed as cytotoxic. 400,000 tested, 3.4% active; note: potency is the fitted concentration of half-maximal effect; % is set by controls: 0 for no effect and ±100 for the full control effect; nearly all actives have a fitted effect of over 60% in size
#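 Potencies derive from concentration-effect curves fitted to normalized luminescence (CellTiter-Glo) of KB-V1 cells treated for 72 h at 37 degrees C in phenol-red-free DMEM containing 10% FBS.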
# KB-3-1 cytotox – kills parental KB-3-1 adenocarcinoma cells | KB-3-1 viability, CellTiter-Glo ATP luminescence, 72 h | Potency, µM (titrated, usually from 46.1 µM), inactives show at the highest dose activity change, negative = cytotoxic, most hits filed as cytotoxic | 400,000 tested, 1.4% active; note: potency is the fitted concentration of half-maximal effect; % is set by controls: 0 for no effect and ±100 for the full control effect; nearly all actives have a fitted effect of over 60% in size
#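 Using CellTiter-Glo luminescence, growth of non-resistant KB-3-1 adenocarcinoma cells is assessed 72 h after pin-tool compound addition at 37 °C. Normalized responses across the concentration series yield fitted curves.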
# SW480 rerep – DNA re-replication induction in SW480 cells; SW480 DNA re-replication, Hoechst DNA content imaging, 48 h; Potency, µM (doses to about 46.1 µM), without a hit: top-dose re-replication activation, most hits filed as activators; 340,000 tested, 1.8% active; AID 624297; note: potency is the fitted concentration of half-maximal effect; % of control where 0% means no effect; nearly all actives have a fitted effect of over 55% in size
#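 Cells (250 per well) received 23 nL compound or DMSO by pin tool and were kept 48 hr at 37 C, 5% CO2. Nuclei were then stained with Hoechst for 40 min and scanned for DNA content.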
# IL-1B inflam inh – blocks inflammasome-driven IL-1 beta release; 360,000 tested, 4.7% active; AID 743279; THP-1 LPS/ATP IL-1B secretion, AlphaLISA, 16 h; active compounds read low; activity change, % at 57.5 µM; in the data active = activity change below about -50%; inconclusive = mostly about -30% to -49%; note: % is set by controls: 0 for no effect and ±100 for the full control effect
#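 THP-1 cells pretreated 1 hr with compounds (up to 57.5 uM final), then stimulated with LPS (250 ng/mL final) plus ATP (1.25 mM final); secreted IL-1B measured by AlphaLISA after 16 hr, decreased signal indicating inhibition.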
# MCF10A rereplic – induces DNA re-replication in MCF 10a normal breast cells | MCF 10A DNA re-replication, Hoechst nuclear intensity, 48 h | Potency, µM (top dose mostly 46.1 µM), inactives show at the highest dose activity, positive = re-replication, usual class: activators | 350,000 tested, 2.9% active; note: potency is the fitted concentration of half-maximal effect; % of control where 0% means no effect; nearly all actives have a fitted effect of over 50% in size
# DRD3 agonist – agonists of human D3 dopamine receptor; 410,000 tested, 0.58% active; max activation, %; D3R DiscoveRx beta-arrestin cells, luminescence, 90 min; P35462; in the data active = max activation above about 30%; note: 0% is about no effect; mostly tested at two doses, the higher about 12 µM
# Target sequence (P35462 whole entry, looked up): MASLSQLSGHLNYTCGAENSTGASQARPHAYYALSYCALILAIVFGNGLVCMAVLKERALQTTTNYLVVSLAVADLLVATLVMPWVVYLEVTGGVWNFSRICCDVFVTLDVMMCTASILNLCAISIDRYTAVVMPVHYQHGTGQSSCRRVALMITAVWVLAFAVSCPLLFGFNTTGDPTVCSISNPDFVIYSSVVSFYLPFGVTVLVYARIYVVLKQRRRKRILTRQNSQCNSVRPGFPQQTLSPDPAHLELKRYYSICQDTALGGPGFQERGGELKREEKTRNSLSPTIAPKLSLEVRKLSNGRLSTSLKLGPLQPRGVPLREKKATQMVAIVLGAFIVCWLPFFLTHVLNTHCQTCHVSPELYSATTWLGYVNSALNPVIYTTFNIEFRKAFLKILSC
#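 Agonist mode: compounds and dopamine controls were applied to plated cells for 90 min at 37 degrees C after an overnight attachment at 1500 cells/well. Luminescent read-out followed 30 - 60 minutes at room temperature with DiscoveRx detection reagent.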
# Starred values were filed as active, the others as inactive; ? = inconclusive; . = no result given; & = joins results of further samples; [ ] = another dose, or the depositor's remark. Unless noted, calls come from the whole dose curve; as a rule, active = well fitted curve in the direction sought with a large enough effect; inconclusive = small, poorly fitted or top-dose-only effect, or another doubt; inactive = no such curve, though single readings can be large; an effect the other way counts as inactive or inconclusive.
entry	Compound	HT1080-NT tox	GLP1R cytotox	HT1080 IDH1KD tx	KB-V1 cytotox	KB-3-1 cytotox	SW480 rerep	IL-1B inflam inh	MCF10A rereplic	DRD3 agonist
1	CC(C)c1ccc(-c2c(C#N)c(N)nc3c2CCCCC3)cc1	-5%	1%	-3%	-15%	-3%	-1%[9.22 µM]	39	?	-8
2	COc1cc(OC)c(OC)cc1/C=N/NC(=O)c1ccc(=O)n(C)c1	10%	-2%	14%	-1%	-15%	2%	46	1%	-5
3	O=C(NCCc1ccccc1)c1sc2ncccc2c1-n1cccc1	.	3%	.	-6%	?	.	.	.	8
4	CCCc1cc(=O)oc2cc(C)c3c(-c4ccccc4)c(C)oc3c12	.	18%	.	9%	-3%	.	.	.	27
5	CC(C)C1C(=O)N(Cc2cn(Cc3ccco3)nn2)CCS(=O)(=O)N1Cc1ccc(-c2ccc(F)nc2)cc1 (stereo not drawn)	-6%	3%	-1%	-7%	-11%	.	1	.	-3
6	CCNC(=S)Nc1ccc2c(c1)c(=O)n(C)n2-c1cc(C)cc(C)c1	1%	-6%	-10%	3%	0%	.	-23	.	-9
7	Cc1nc2cc(Nc3ccncc3)ccc2s1	-2%	6%	0%	-26%	0%	-5%	-12	-2%	-20
8	CCCN1C2=NCCN2c2ccccc21	-1%	-2%	-3%	24%	-10%	-7%	23	-2%	5
9	COc1ccc(OC)c(Nc2ncnc3sccc23)c1	17%	8%	1%	-12%	3%	?	13	8%	1
10	CCOC(=O)c1sc(NCc2ccco2)c(-c2nc3ccccc3s2)c1N	-16%	-16%	-17%	-4%	-9%	0%	0	11%	-9
11	O=S(=O)(c1ccccc1)N(CC(O)CN1CCCC1)c1ccccc1 (stereo not drawn)	0%	9%	13%	?	4%	1%	7	25%	-16
12	Cn1ccs/c1=N\S(=O)(=O)c1ccc(Br)cc1	-8%	76%[activator]	1%	7%	6%	-14%	-1	4%	2
13	Cc1cccn2c(=O)c(/C=N/O)c(N3CCCC3)nc12	2%	-8%	1%	-1%	-6%	2%	11	-9%	10
14	COc1ccc2c(c1)CC/C(=C/c1ccco1)C2=O	4%	6%	-3%	2%	-1%	-1%	-14	17%	11
15	COC(=O)c1c(NC(NC(C)=O)C(Cl)(Cl)Cl)sc2c1CCCC2 (stereo not drawn)	-17%	17%[1.53 µM]	-6%	-23%	-6%	0%	24	?	-11

# (cont.)
entry	Compound	HT1080-NT tox	GLP1R cytotox	HT1080 IDH1KD tx	KB-V1 cytotox	KB-3-1 cytotox	SW480 rerep	IL-1B inflam inh	MCF10A rereplic	DRD3 agonist
16	O=C(NCCS(=O)(=O)N1CCN(c2ccccc2F)CC1)C1CC(=O)N(c2ccc(F)cc2)C1 (stereo not drawn)	4%	-15%&1%	12%	?	0%	-6%	17	2%	1&2
17	COC(=O)c1cccc(NC(=O)CCNC(=O)c2ccc([N+](=O)[O-])cc2)c1	5%	18%	1%	-20%	28%	2%	-3	16%	5
18	O=C(c1cc(F)cc2c1OCOC2)N1CCN(c2ccc(F)cc2)CC1	9%	14%	15%	7%	-2%	-5%	13	-1%	2
19	O=C1c2ccccc2S(=O)N1c1cccc(F)c1 (stereo not drawn)	21%	6%	3%	?	?	.	-27	.	-1
20	COc1ccc(S(=O)(=O)N(CCc2ccccc2)CC(=O)O)cc1OC	7%	2%	8%[9.24 µM]	14%	9%	3%	31	-10%	3
21	COc1ccc(N(C)C(=O)C2CCN(S(=O)(=O)c3cccc4nsnc34)CC2)cc1	-13%	-20%	3%	?	-12%	-6%	-5	45%	-14
22	Cn1cc(CN(CCO)Cc2cccs2)c(-c2ccccc2F)n1	11%	-8%	4%	10%	-10%	1%	1	2%	-4
23	N=c1ccn2c(n1)O[C@H]1[C@H](O)[C@@H](CO)O[C@H]12	?	-7%	?	0%	?	?	52	?	1&6
24	Cc1cc(=O)n2nc(-c3ccccc3)sc2c1C#N	2%	9%	9%	-13%	5%	1%	1	-3%	-8
25	O=C(Cc1c(F)cccc1Cl)N1CCCC1	?	-5%	-1%	-8%	3%	?	22	-1%	4
26	Nc1nonc1-n1nnc(C(=O)N/N=C/c2c(F)cccc2Cl)c1-c1ccc2c(c1)OCO2	8%	1%	-3%	-7%	1%	-17%	1	?	-1
27	O=C(Cn1cc(Cl)c([N+](=O)[O-])n1)NCCC1=CCCCC1	0%	-6%	-1%	-7%	-4%	-15%	-14	-4%	-8
28	Cc1cc(Cl)c(S(=O)(=O)N2CCCC2)cc1OCC(=O)NC1CCCCC1	-1%	-24%	-16%	0%	-20%	1%	-22	9%	5
29	CCN(CC)CC#Cc1ccc(C)cc1	14%	1%	9%	21%	-2%	-4%	25	-1%	-17
30	O=c1oc2ccccc2c(Nc2ccc(O)cc2)c1[N+](=O)[O-]	-17%	-27%	-17%	-3%	-2%	-3%	-20	14%	-17

# Structural class, those above containing two or more sulfur atoms.
entry	Compound	HT1080-NT tox	GLP1R cytotox	HT1080 IDH1KD tx	KB-V1 cytotox	KB-3-1 cytotox	SW480 rerep	IL-1B inflam inh	MCF10A rereplic	DRD3 agonist
10	CCOC(=O)c1sc(NCc2ccco2)c(-c2nc3ccccc3s2)c1N	-16%	-16%	-17%	-4%	-9%	0%	0	11%	-9
12	Cn1ccs/c1=N\S(=O)(=O)c1ccc(Br)cc1	-8%	76%[activator]	1%	7%	6%	-14%	-1	4%	2
21	COc1ccc(N(C)C(=O)C2CCN(S(=O)(=O)c3cccc4nsnc34)CC2)cc1	-13%	-20%	3%	?	-12%	-6%	-5	45%	-14

# Among those listed so far, these contain a furan ring, fused or not.
entry	Compound	HT1080-NT tox	GLP1R cytotox	HT1080 IDH1KD tx	KB-V1 cytotox	KB-3-1 cytotox	SW480 rerep	IL-1B inflam inh	MCF10A rereplic	DRD3 agonist
4	CCCc1cc(=O)oc2cc(C)c3c(-c4ccccc4)c(C)oc3c12	.	18%	.	9%	-3%	.	.	.	27
5	CC(C)C1C(=O)N(Cc2cn(Cc3ccco3)nn2)CCS(=O)(=O)N1Cc1ccc(-c2ccc(F)nc2)cc1 (stereo not drawn)	-6%	3%	-1%	-7%	-11%	.	1	.	-3
10	CCOC(=O)c1sc(NCc2ccco2)c(-c2nc3ccccc3s2)c1N	-16%	-16%	-17%	-4%	-9%	0%	0	11%	-9
14	COc1ccc2c(c1)CC/C(=C/c1ccco1)C2=O	4%	6%	-3%	2%	-1%	-1%	-14	17%	11

# Returning to the listing, starting 3 compounds before the break.
entry	Compound	HT1080-NT tox	GLP1R cytotox	HT1080 IDH1KD tx	KB-V1 cytotox	KB-3-1 cytotox	SW480 rerep	IL-1B inflam inh	MCF10A rereplic	DRD3 agonist
28	Cc1cc(Cl)c(S(=O)(=O)N2CCCC2)cc1OCC(=O)NC1CCCCC1	-1%	-24%	-16%	0%	-20%	1%	-22	9%	5
29	CCN(CC)CC#Cc1ccc(C)cc1	14%	1%	9%	21%	-2%	-4%	25	-1%	-17
30	O=c1oc2ccccc2c(Nc2ccc(O)cc2)c1[N+](=O)[O-]	-17%	-27%	-17%	-3%	-2%	-3%	-20	14%	-17
31	Cc1ccc(CS(=O)Cc2ccc(C(=O)NCc3ccc4c(c3)OCO4)o2)cc1 (stereo not drawn)	-9%	-13%	-9%	1%	-10%	?	-16	0%	4
32	COc1ccc(/C=N/OCC(=O)OCC(=O)N(C)c2ccccc2)cc1	12%	6%	13%	6%	1%	-3%	9	-1%	5
33	CCc1nnc(NC(=O)CSc2nnc(Cc3ccc(OC)cc3)o2)s1	-12%	2%	-21%	0%	-10%	-2%	4	10%	10
34	CN(C(=O)CSc1nc2ccc(NC(=O)CCc3ccccc3)cc2s1)c1ccccc1	.	?	.	?	?	.	.	.	-8
35	CC(C)C12CN3CCN(CC(C3)/C1=N\NC(=O)Nc1ccccc1)C2	-1%	-3%[1.53 µM]	-1%	-24%	-2%	-7%	25	17%	-1
36	NS(=O)(=O)c1ccc(CCNC(=O)CCCn2c(SCC(=O)N3CCCC3)nc3ccsc3c2=O)cc1	3%	-1%	-2%	0%	0%	9%	-3	-1%	-25
37	CN(c1nnc(N)s1)C1CCCCC1	6%	-16%	10%	10%	-3%	-5%	12	-4%	5
38	COc1ccc(NC(=O)c2cccnn2)cc1	-6%	4%	1%	-20%	0%	0%	-2	-5%	0
39	CCn1nc(C)c(/C=N/NC(=O)Cn2nccc2C)c1C	13%	8%	7%	?	-1%	-3%	22	8%	0
40	CC(=O)c1ccc(NC(=O)c2ccc(C)c(Br)c2)cc1	-3%	-12%	-21%	-19%	?	-3%	-58*	0%	0
41	O=C(c1ccc([N+](=O)[O-])c(CS(=O)(=O)c2ccc(Cl)cc2)c1)N1CCCC1	12%	1%	8%	-2%	0%	-84%[inhibitor]	22	-1%	7
42	Cc1ccc2c(c1)C1CN(C)CCC1N2C(=O)COc1ccc(N(C)C(=O)c2ccccc2)cc1 (stereo not drawn)	-1%	-10%	-9%	-15%	-2%	-4%	0	-2%	-8
43	Cc1cc(NC(=O)CSCc2nc(-c3cccc(F)c3)oc2C)no1	-6%	-16%	0%	-2%	2%	-4%	7	1%	3
44	CC(=O)c1c(C)[nH]c(C(=O)OCC(=O)NC(C)c2ccccc2)c1C (stereo not drawn)	-6%	1%	-7%	20%	-8%	.	-9	.	-9
45	Cc1ccc(C)c(-n2ccnc2SCC(N)=O)c1	29%	2%[7.66 µM]	17%	-1%	-7%	0%	4	0%	5

# Bioassay records from PubChem BioAssay.
